Compound activity deposited in PubChem by Broad Institute.
EZH2 inh = EZH2 (human) methyltransferase inhibition; inhibition, % at 12.5 µM; Q15910; 57,000 compounds, 0.35% hits; AID 651548; PRC2 H3K27 methylation, DELFIA TRF, 1 h;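 active means mean inhibition of replicates at least 50% and every single replicate also reaching 50%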;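 further: dimethyl H3K27 on biotinylated H3 21-44 peptide detected by antibody; plate controls were median neutral control wells for no effect and median positive control wells for full effect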
Target sequence (Q15910 whole entry, looked up): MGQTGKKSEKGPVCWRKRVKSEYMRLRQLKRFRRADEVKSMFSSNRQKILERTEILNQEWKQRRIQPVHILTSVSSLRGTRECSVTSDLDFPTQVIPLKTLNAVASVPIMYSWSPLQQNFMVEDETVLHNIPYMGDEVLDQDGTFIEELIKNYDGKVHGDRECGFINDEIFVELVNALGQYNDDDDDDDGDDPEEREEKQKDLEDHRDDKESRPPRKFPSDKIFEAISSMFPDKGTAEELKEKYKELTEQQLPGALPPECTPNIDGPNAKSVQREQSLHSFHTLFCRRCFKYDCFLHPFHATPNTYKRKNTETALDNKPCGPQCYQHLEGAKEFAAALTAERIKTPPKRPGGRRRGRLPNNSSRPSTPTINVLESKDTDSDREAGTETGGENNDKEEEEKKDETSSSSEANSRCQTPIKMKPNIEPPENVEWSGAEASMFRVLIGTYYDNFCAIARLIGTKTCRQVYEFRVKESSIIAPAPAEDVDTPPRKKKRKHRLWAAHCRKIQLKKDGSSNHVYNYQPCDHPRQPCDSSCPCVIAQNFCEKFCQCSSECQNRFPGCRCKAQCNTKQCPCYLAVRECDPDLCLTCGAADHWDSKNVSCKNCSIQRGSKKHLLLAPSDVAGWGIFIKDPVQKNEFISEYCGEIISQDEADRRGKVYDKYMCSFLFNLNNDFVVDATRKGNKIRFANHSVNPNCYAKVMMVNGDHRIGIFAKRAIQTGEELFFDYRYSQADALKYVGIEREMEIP
IDH1 R132H inh = inhibitors of human IDH1 R132H; IDH1 R132H reductase, diaphorase/resazurin fluorescence, 60 min; inhibition, % at 10 µM; 70,000 compounds, 0.18% hits; in the data active means inhibition above about 34%;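 further: 0% = DMSO and 100% = no enzyme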
Starred values were filed as active, the others as inactive; nt = not tested or not shown.

Second line of a record: EZH2 inh	IDH1 R132H inh
#1 Cc1noc(C)c1NC(=O)N(C)C[C@H]1OCCCC[C@@H](C)Oc2ccc(N(C)C)cc2C(=O)N([C@@H](C)CO)C[C@H]1C
    0.7	-1.9
#2 CCC(=O)Nc1ccc2c(c1)C(=O)N(C)C[C@@H](OC)[C@@H](C)CN(Cc1ccccc1OC)[C@@H](C)CO2
    -9.9	-0.4
#3 COCC(=O)Nc1ccc2c(c1)C(=O)N(C)C[C@H](OC)[C@@H](C)CN(CC1CCCCC1)[C@H](C)CO2
    -16.2	-0.2
#4 CO[C@@H]1CN(C)C(=O)c2cc(NC(=O)C3CC3)ccc2OC[C@@H](C)N(C(=O)NC(C)C)C[C@@H]1C
    2.6	0.3
#5 C=CCOC(=O)[C@@H]1[C@H]2C(=O)O[C@H](c3ccccc3)[C@H](c3ccccc3)N2[C@H](c2ccc(OCCOC(=O)[C@@H]3C[C@@H]4C(=O)N[C@@H](Cc5ccccc5)C(=O)N4[C@@H]3c3cccc(OCCO)c3)cc2)[C@@]12C(=O)Nc1ccc(I)cc12
    -3.7	nt
#6 C[C@@H]1CCCCO[C@H](CN(C)Cc2ccc3c(c2)OCO3)[C@@H](C)CN([C@H](C)CO)C(=O)c2cc(NC(=O)c3ccccc3)ccc2O1
    nt	-1.8
#7 CS(=O)(=O)N(CC(=O)NC1CCCCC1)c1cc(Cl)c(Cl)cc1Cl
    5.0	-0.3
#8 COc1cc(C(=O)Nc2ccc(Oc3ncnc4sc(C)c(C)c34)cc2)cc(OC)c1OC
    -7.9	0.4
#9 C[C@@H]1CN([C@@H](C)CO)C(=O)CCCn2cc(nn2)CO[C@H]1CN(C)C(=O)Nc1ccnc(N2CCOCC2)c1
    -13.8	0.4
#10 COc1ccc(-c2cnc3c(c2)C(=O)N([C@@H](C)CO)C[C@H](C)[C@@H](CN(C)C(=O)C2CC2)O3)cc1
    -9.6	nt
#11 Cc1noc(C)c1NC(=O)Nc1ccc2c(c1)CC(=O)N([C@@H](C)CO)C[C@@H](C)[C@H](CN(C)S(=O)(=O)c1ccc(Cl)cc1)O2
    nt	0.0
#12 C[C@@H]1CCCCO[C@H](CN(C)Cc2ccc(C(F)(F)F)cc2)[C@H](C)CN([C@@H](C)CO)C(=O)c2cc(NC(=O)C3CCCCC3)ccc2O1
    nt	-1.4
#13 C[C@@H]1CN([C@H](C)CO)C(=O)Cc2cc(NC(=O)CCN3CCOCC3)ccc2O[C@H]1CN(C)C(=O)Nc1ccc(F)cc1
    -3.8	1.8
#14 C[C@@H](NC(=O)C[C@H]1C=C[C@@H](NC(=O)c2cccnc2)[C@H](CO)O1)c1ccccc1
    3.7	0.2
#15 COC(=O)c1ccccc1NC(=O)CNC(=O)c1ccccc1
    -6.9	-0.3
#16 CCCNC(=O)C[C@H]1C[C@H]2c3cc(NC(=O)COC)ccc3O[C@H]2[C@H](CO)O1
    -8.5	0.8
#17 C[C@H]1CN([C@@H](C)CO)C(=O)c2cc(/C=C/c3ccccc3)cnc2O[C@H]1CN(C)S(=O)(=O)c1ccccc1F
    nt	0.5
#18 CO[C@@H]1CN(C)C(=O)c2cc(NS(=O)(=O)c3cn(C)cn3)ccc2OC[C@@H](C)N(Cc2ccc(C(F)(F)F)cc2)C[C@H]1C
    -9.3	-0.1
#19 C[C@H](CO)N1C[C@H](C)[C@H](CN(C)S(=O)(=O)c2cn(C)cn2)Oc2c(NC(=O)C3CC3)cccc2C1=O
    nt	-0.1
#20 C[C@H]1CN([C@@H](C)CO)C(=O)c2cc(-c3ccc(C#N)cc3)cnc2O[C@@H]1CN(C)C(=O)Nc1ccc(C(F)(F)F)cc1
    -10.8	nt
#21 O=C(c1ccccc1)C1CN(C2CCS(=O)(=O)C2)CCC1(O)c1ccccc1 (centres undefined)
    -6.7	0.2
#22 Cc1ccccc1-c1cnc2c(c1)C(=O)N([C@H](C)CO)C[C@H](C)[C@H](CN(C)Cc1ccncc1)O2
    -7.5	1.5
#23 C[C@H](CO)N1C[C@H](C)[C@@H](CN(C)S(=O)(=O)c2ccccc2)Oc2ccc(NS(=O)(=O)c3cccs3)cc2CC1=O
    nt	-3.3
#24 C[C@@H]1CN([C@@H](C)CO)C(=O)c2cccc(NC(=O)CCCCCC(=O)Nc3ccccc3N)c2O[C@@H]1CN(C)C(=O)Nc1ccc(C(F)(F)F)cc1
    -47.3	nt
#25 O=C(C[C@@H]1C=C[C@H](NC(=O)Nc2ccccc2F)[C@@H](CO)O1)NCc1ccc(F)cc1
    -1.4	0.7
#26 CCOC(OCC)P(=O)(O)CCCNCc1ccc(Cl)c(Cl)c1
    nt	-0.1
#27 COCCNC(=O)C[C@H]1C[C@@H]2c3cc(NC(=O)NC4CCCCC4)ccc3O[C@@H]2[C@H](CO)O1
    25.4	0.2
#28 C[C@@H]1CN([C@@H](C)CO)C(=O)c2cc(/C=C/c3ccccc3)cnc2O[C@H]1CN(C)C
    1.2	1.0
#29 CO[C@H]1CN(C)C(=O)c2ccc(NC(=O)c3ccc4c(c3)OCO4)cc2OC[C@@H](C)N(CC2CC2)C[C@H]1C
    4.6	0.0
#30 CCCN(C)C[C@@H]1Oc2cc(C#CCC3CCCC3)ccc2S(=O)(=O)N([C@H](C)CO)C[C@H]1C
    3.2	-2.0

Next section:
Second line of a record: EZH2 inh	IDH1 R132H inh
#31 C=CCc1ccc(O[C@@H]2O[C@H](CO)[C@@H](O)[C@H](O)[C@H]2O)c(O[C@@H]2O[C@H](CO)[C@@H](O)[C@H](O)[C@H]2O)c1
    nt	-0.2
#32 C/C=C/c1cnc2c(c1)C(=O)N([C@@H](C)CO)C[C@H](C)[C@@H](CN(C)C(=O)Nc1ccc(OC)cc1)O2
    0.8	-2.3
#33 O=c1cc(-c2ccc(O)cc2)oc2cc(O[C@@H]3O[C@H](CO)[C@@H](O)[C@H](O)[C@H]3O[C@H]3OC[C@](O)(CO)[C@H]3O)ccc12
    nt	-0.4
#34 O=C(CCCCCCC(=O)Nc1ccccc1O)N/N=C/c1cccc(O)c1
    16.0	-0.3
#35 CC(C)NC(=O)Nc1ccc2c(c1)C(=O)N([C@H](C)CO)C[C@H](C)[C@H](CN(C)C(=O)c1ccncc1)OCCCC[C@@H](C)O2
    -22.1	3.5
#36 Cc1ccc(S(=O)(=O)N(C)C[C@H]2Oc3ccc(NS(=O)(=O)c4ccc(Cl)cc4)cc3C(=O)N([C@@H](C)CO)C[C@H]2C)cc1
    nt	-0.1
#37 C[C@@H]1CCCCO[C@@H](CN(C)Cc2ccc(C(=O)Nc3ccccc3N)cc2)[C@@H](C)CN([C@H](C)CO)C(=O)c2cc(NS(=O)(=O)c3ccc(Cl)cc3)ccc2O1
    -14.4	nt
#38 C[C@H](CO)N1C[C@H](C)[C@@H](CN(C)Cc2ccc(Oc3ccccc3)cc2)Oc2ccc(NC(=O)Nc3cccc4ccccc34)cc2CC1=O
    nt	-0.5
#39 COc1cccc(C(=O)Nc2ccc3c(c2)C(=O)N(C)C[C@@H](OC)[C@H](C)CN(C(=O)C2CCCC2)[C@H](C)CO3)c1
    0.1	-0.1
#40 O=C(Nc1ccc2c(c1)[C@H]1C[C@H](CC(=O)N3CCCCC3)O[C@@H](CO)[C@H]1O2)Nc1ccccc1F
    2.8	-0.2
#41 C[C@@H]1CCCCO[C@@H](CN(C)Cc2ccc(C(=O)Nc3ccccc3N)cc2)[C@@H](C)CN([C@H](C)CO)C(=O)c2cc(NC(=O)c3ccncc3)ccc2O1
    -23.8	0.7
#42 C[C@H]1CN([C@@H](C)CO)C(=O)c2cccc(NS(=O)(=O)c3ccccc3)c2O[C@@H]1CN(C)S(=O)(=O)c1ccccc1
    nt	-1.5
#43 COc1ccc(NC(=O)Nc2ccc3c(c2)C(=O)N([C@H](C)CO)C[C@@H](C)[C@@H](CN(C)Cc2ccccc2)O3)cc1
    -8.7	0.5
#44 CCCNC(=O)Nc1ccc2c(c1)C(=O)N(C)C[C@@H](OC)[C@@H](C)CN(C(=O)CC)[C@H](C)CO2
    -5.0	nt
#45 C[C@H]1CN([C@@H](C)CO)C(=O)Cc2cc(NC(=O)Nc3cccc4ccccc34)ccc2O[C@H]1CN(C)Cc1ccc(C(F)(F)F)cc1
    nt	0.7
#46 CC(=O)N(C)C[C@H]1Oc2cc(C#Cc3ccccn3)ccc2S(=O)(=O)N([C@H](C)CO)C[C@@H]1C
    nt	-0.5
#47 C[C@H]1CN([C@@H](C)CO)C(=O)c2cc(NS(=O)(=O)c3ccc(F)cc3)ccc2O[C@H]1CN(C)C(=O)Nc1ccccc1
    nt	-0.5
#48 C[C@H](CO)N1C[C@H](C)[C@H](CN(C)Cc2ccc(C(=O)Nc3ccccc3N)cc2)Oc2ccc(NC(=O)CCC(F)(F)F)cc2CC1=O
    -13.7	nt
#49 CO[C@@H]1CN(C)C(=O)c2ccc(NC(=O)c3ccccc3F)cc2OC[C@@H](C)N(C(=O)c2ccccc2F)C[C@H]1C
    0.5	0.0
#50 COc1ccc(NC(=O)N(C)C[C@@H]2OCCCC[C@@H](C)Oc3ccc(NC(=O)C4CCCCC4)cc3C(=O)N([C@H](C)CO)C[C@@H]2C)cc1
    nt	1.0
#51 Cc1c(Cl)cccc1NC(=O)CSc1nnc(-c2cccc(Cl)c2)n1C
    -6.0	0.2
#52 COCC(=O)Nc1ccc2c(c1)[C@H]1C[C@@H](CC(=O)N[C@H](C)c3ccccc3)O[C@H](CO)[C@H]1O2
    11.7	-0.4
#53 C[C@@H]1CN([C@@H](C)CO)C(=O)c2cc(NC(=O)Nc3ccc4c(c3)OCO4)ccc2O[C@H]1CN(C)S(=O)(=O)c1ccc(F)cc1
    nt	-2.6
#54 CC(=O)c1cccc(-n2c(CCC(=O)O)ccc2-c2ccccc2)c1
    -3.2	0.5
#55 C[C@H](CO)N1C[C@H](C)[C@H](CN(C)CC2CC2)Oc2ccc(N(C)C)cc2CC1=O
    nt	-16.1
#56 CO[C@H]1CN(C)C(=O)c2ccc(NS(=O)(=O)c3ccc(C)cc3)cc2OC[C@@H](C)N(C)C[C@@H]1C
    -7.1	0.1
#57 Cc1ccc(S(=O)(=O)Nc2ccc3c(c2)CC(=O)N([C@H](C)CO)C[C@@H](C)[C@H](CN(C)C(=O)Nc2ccc(F)cc2)O3)cc1
    6.1	-1.6
#58 C[C@H](CO)N1C[C@H](C)[C@H](CN(C)C)Oc2ncc(C#CC(C)(C)O)cc2C1=O
    3.5	2.3
#59 O=C(Nc1ccc(Cl)c(Cl)c1)N[C@H]1CC[C@H](CCNC(=O)c2ccc(F)cc2)O[C@H]1CO
    7.1	-0.2
#60 Cc1noc(C)c1NC(=O)N(C)C[C@@H]1OCc2ccccc2-c2ccccc2C(=O)N([C@H](C)CO)C[C@H]1C
    9.1	nt

61: CO[C@H]1CN(C)C(=O)c2cc(NC(=O)C3CCCCC3)ccc2OC[C@H](C)N(Cc2cccnc2)C[C@@H]1C
62: C[C@@H]1CCCCO[C@@H](CN(C)Cc2ccc(Cl)c(Cl)c2)[C@@H](C)CN([C@@H](C)CO)C(=O)c2cc(NC(=O)Cc3ccccc3)ccc2O1
63: C[C@@H]1CN([C@@H](C)CO)C(=O)CCCn2nncc2CO[C@H]1CN(C)C(=O)Nc1ccc(N2CCN(C)CC2)cc1
64: CCn1c(SCC(=O)Nc2cccc(SC)c2)nnc1-c1ccc(Br)cc1
65: C[C@@H]1CN([C@@H](C)CO)C(=O)c2cccc(NS(=O)(=O)c3ccc(F)cc3)c2O[C@H]1CN(C)C(=O)Nc1ccc2c(c1)OCO2
assay / compound	61	62	63	64	65
EZH2 inh	-8.1	nt	-10.6	37.8	nt
IDH1 R132H inh	0.2	0.3	-1.6	-0.4	-0.1

66: C[C@@H]1CN([C@H](C)CO)C(=O)c2cc(N(C)C)ccc2O[C@@H](C)CCCCO[C@H]1CN(C)C(=O)Nc1cccc2ccccc12
67: C[C@@H]1CCCCO[C@H](CN(C)Cc2ccc(Cl)c(Cl)c2)[C@H](C)CN([C@@H](C)CO)C(=O)c2cc(NS(C)(=O)=O)ccc2O1
68: C[C@H]1CN([C@@H](C)CO)C(=O)Cc2cc(NC(=O)Nc3ccc(C(F)(F)F)cc3)ccc2O[C@H]1CN(C)S(=O)(=O)c1cn(C)cn1
69: Cc1ccccc1-c1ccc2c(c1)O[C@@H](CN(C)C(=O)Nc1ccc(F)cc1)[C@H](C)CN([C@@H](C)CO)S2(=O)=O
70: Cc1ccc(S(=O)(=O)N(C)C[C@H]2Oc3ccc(NS(=O)(=O)c4cn(C)cn4)cc3CC(=O)N([C@H](C)CO)C[C@@H]2C)cc1
assay / compound	66	67	68	69	70
EZH2 inh	4.7	nt	nt	-17.0	nt
IDH1 R132H inh	0.8	-0.3	-0.3	-3.1	-15.4

Entries of single compounds as entered above.
Record of `C[C@@H]1CN([C@@H](C)CO)C(=O)CCCn2nncc2CO[C@H]1CN(C)C(=O)Nc1ccc(N2CCN(C)CC2)cc1` = EZH2 inh: -10.6; IDH1 R132H inh: -1.6
Record of `COCCNC(=O)C[C@H]1C[C@@H]2c3cc(NC(=O)NC4CCCCC4)ccc3O[C@@H]2[C@H](CO)O1` = EZH2 inh: 25.4; IDH1 R132H inh: 0.2
Record of `CS(=O)(=O)N(CC(=O)NC1CCCCC1)c1cc(Cl)c(Cl)cc1Cl` = EZH2 inh: 5.0; IDH1 R132H inh: -0.3

(listing goes on)
71: CCN(CC(=O)Nc1c(C)cc(C)cc1C)S(=O)(=O)c1ccc2ccccc2c1
72: CC(C)c1cn(CC[C@H]2CC[C@@H](NC(=O)C3CC3)[C@H](CO)O2)nn1
73: C[C@H]1CN([C@@H](C)CO)C(=O)c2cc(NC(=O)Cc3ccccc3)ccc2O[C@@H]1CN(C)C(=O)Nc1ccccc1
74: C[C@H]1CN([C@@H](C)CO)C(=O)c2cccc(NC(=O)C3CCCCC3)c2O[C@@H]1CN(C)C(=O)NC1CCCCC1
assay / compound	71	72	73	74
EZH2 inh	-2.4	7.9	8.4	nt
IDH1 R132H inh	-0.2	0.4	-0.9	-2.0

Along the list, quoted from above.
EZH2 inh for nos. 4 to 9 → 2.6, -3.7, nt, 5.0, -7.9, -13.8
IDH1 R132H inh for nos. 4 to 9 → 0.3, nt, -1.8, -0.3, 0.4, 0.4

Only part of the results is shown (hit frequency here may not be typical).
